# Thrombin inh: blocks human thrombin protease activity; P00734; alpha-thrombin, Boc-VPR-AMC fluorogenic substrate cleavage; inhibition, % at 5 µM; 220,000 compounds, 0.26% hits;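 active = inhibition at or above 40%; inactive = inhibition below 40%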;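 note: 0% = enzyme with no compound and 100% = wells without enzyme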
#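 System – human alpha-thrombin protein · Reagent – Boc-VPR-AMC substrate, 15 µM final · Compound – 5 µM single dose in 0.2% DMSO · Schedule – reaction at room temperature · Technique – AMC fluorescence at 355 nm excitation and 460 nm emission · Read-out basis – % inhibition relative to enzyme controls and enzyme-free blanks · Control set – no-compound enzyme wells and no-enzyme blanks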
# KCC2 mod: modulators of human KCC2 chloride dependent transport | B-score of Tl+ flux slope (higher = more flux/activation; lower = inhibition) at 10 µM | Q9H2X9 | 190,000 compounds, 2.2% hits | KCC2 cells, thallium flux FluoZin-2 fluorescence;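 active = thallium flux slope and its plate-corrected score both differing from the plate sample mean at a set confidence after two filtering rounds, in either direction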;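 note: slope of fluorescence scaled to starting intensity during 10 to 20 s after thallium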
# Target sequence (Q9H2X9 whole entry, looked up): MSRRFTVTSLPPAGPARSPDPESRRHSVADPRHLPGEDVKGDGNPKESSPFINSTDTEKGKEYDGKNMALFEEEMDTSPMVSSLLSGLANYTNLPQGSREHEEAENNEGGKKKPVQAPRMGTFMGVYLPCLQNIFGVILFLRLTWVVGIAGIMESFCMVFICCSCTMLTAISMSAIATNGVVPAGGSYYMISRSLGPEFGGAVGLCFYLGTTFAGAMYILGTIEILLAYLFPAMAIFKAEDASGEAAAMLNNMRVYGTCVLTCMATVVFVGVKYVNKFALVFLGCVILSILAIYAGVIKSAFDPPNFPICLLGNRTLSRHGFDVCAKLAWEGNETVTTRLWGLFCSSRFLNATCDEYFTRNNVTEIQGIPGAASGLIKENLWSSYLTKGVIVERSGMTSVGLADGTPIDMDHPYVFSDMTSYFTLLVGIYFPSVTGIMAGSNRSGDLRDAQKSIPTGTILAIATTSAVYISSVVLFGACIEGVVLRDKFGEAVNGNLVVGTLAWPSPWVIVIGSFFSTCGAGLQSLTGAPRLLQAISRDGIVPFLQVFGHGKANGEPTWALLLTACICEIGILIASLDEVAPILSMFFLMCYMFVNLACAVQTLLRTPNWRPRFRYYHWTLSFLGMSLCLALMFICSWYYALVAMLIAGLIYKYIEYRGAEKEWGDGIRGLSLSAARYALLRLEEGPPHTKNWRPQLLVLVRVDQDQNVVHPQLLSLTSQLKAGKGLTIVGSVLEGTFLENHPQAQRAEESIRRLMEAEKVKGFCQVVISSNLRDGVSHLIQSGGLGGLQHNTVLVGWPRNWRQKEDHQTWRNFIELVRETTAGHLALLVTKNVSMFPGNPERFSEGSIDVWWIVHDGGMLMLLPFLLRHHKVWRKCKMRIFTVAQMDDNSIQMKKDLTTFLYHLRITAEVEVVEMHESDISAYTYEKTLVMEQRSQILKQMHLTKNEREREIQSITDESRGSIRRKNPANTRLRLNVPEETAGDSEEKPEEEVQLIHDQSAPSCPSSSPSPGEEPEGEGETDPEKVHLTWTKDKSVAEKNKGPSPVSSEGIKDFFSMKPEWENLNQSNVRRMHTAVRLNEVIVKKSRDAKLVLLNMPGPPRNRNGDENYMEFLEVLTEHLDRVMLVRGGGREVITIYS
# FXIIa inh: factor XIIa (human) inhibition; 220,000 compounds, 0.3% hits; purified FXIIa, Boc-QGR-AMC fluorogenic substrate, 2 h; P00748; inhibition, % at 5 µM; AID 800; in the data active = inhibition above about 40%;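 note: 0% = enzyme with no compound and 100% = blank without enzyme; many of its hits are not listed in these tables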
# PERK inh: human PERK inhibition, primary cell-based screen; Q9NZJ5; CHO PERK-DD fusion, SEAP luminescence translation reporter; inhibition, % at 5.6 µM; 220,000 compounds, 0.17% hits; AID 1416;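 active = inhibition above the mean inhibition of all tested compounds plus 3 SD, set separately per screening campaign, cut at about 2.9% in these data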;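 note: PERK kinase domain activated by AP20187 dimerizer at 100 nM; 0% = DMSO with dimerizer and 100% = rapamycin at 8.4 µM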
# hK5 inh: blocks human kallikrein 5 protease activity | recombinant hK5, fluorogenic AMC substrate cleavage | inhibition, % at 5 µM | 210,000 compounds, 0.59% hits;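 active = inhibition of 40% or more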;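 note: 0% = enzyme controls without compound and 100% = no-enzyme blanks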
# p97 ATPase inh: human p97 ATPase inhibition | P55072 | recombinant p97 ATPase, Kinase-Glo ATP luminescence, 3 h | inhibition, % at 8 µM | 220,000 compounds, 0.42% hits | AID 1481; in the data active = inhibition above about 15%;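 note: 0% = DMSO vehicle and 100% = wells lacking enzyme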
# Furin inhibitor: human furin inhibition | P09958 | purified furin, fluorogenic substrate cleavage | inhibition, % at 30 µM | 220,000 compounds, 0.061% hits | AID 463115; in the data active = inhibition above about 25%; note: inactives centre near -15
# Wee1 stabilizer: human Wee1 degradation inhibition, primary screen. P30291. HeLa Luc-Wee1K328M stability, luciferase luminescence; 100% = proteasome inhibitor MG132 effect. reporter increase, % at 5 µM. 220,000 compounds, 1.2% hits. AID 1321;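 active = activation above the mean of all tested compounds plus 3 SD, set per screening run, cut at about 8.8% in these data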;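 note: cells exposed to compound for 20 h before luminescence read; 0% = DMSO alone and 100% = MG132 at 30 µM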
# FXIa inh 1536: factor XIa (human) inhibition | P03951 | purified FXIa, Boc-Glu-Ala-Arg-AMC fluorogenic substrate | inhibition, % at 5 µM | 220,000 compounds, 0.14% hits;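 active = inhibition of at least 40%; inactive = inhibition below 40%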;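 note: fluorescence of freed AMC excited at 355 nm; 0% = enzyme without compound and 100% = no enzyme blank; many of its hits are not listed in these tables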
# Numbers without * were called inactive; nt = not tested or not shown; [ ] = remark or other dose.
nr	structure	Thrombin inh	KCC2 mod	FXIIa inh	PERK inh	hK5 inh	p97 ATPase inh	Furin inhibitor	Wee1 stabilizer	FXIa inh 1536
1	CCOC(CNC(=O)c1cc(C)nn1-c1ccccc1)OCC	-2.4	nt	6.7	0.7	-0.3	2.3	-18.6[20 µM]	0.8	-0.8
2	COC(=O)c1ccc(Cl)c(NC(=O)Cc2ccccc2[N+](=O)[O-])c1	-0.5	-0.405	11.6	1.1	-6.5	1.5	-12.7	1.5	10.2
3	CCOc1ccc2c(CC)cc(=O)oc2c1OCC	-6.5	-0.414	7.2	0.0	-13.3	0.2	-20.0	1.3	0.7
4	O=C(N[C@@H](Cc1ccccc1)C(=O)OCc1ccccc1)c1nc[nH]c1C(=O)N1CCN(c2ccccc2)CC1	-1.8	0.0146	3.4	nt	1.1	nt	-3.4	nt	-0.7
5	CCOC(=O)c1ccc(NC(=S)N(CCN(C)C)Cc2cccs2)cc1	0.7	0.193	10.9	0.1	3.7	1.3	-32.5	-1.6	-0.8
6	O=C(Nc1nc(=O)c2ccccc2s1)c1ccc(F)cc1	3.3	47.3*	10.4	0.2	-9.6	3.7	-27.8[20 µM]	3.1	7.4
7	CC(C)NC(=O)c1ccccc1NC(=O)CS(=O)(=O)Cc1ccccc1	-7.1	nt	-2.3	-0.9	-10.5	4.7	-13.4[20 µM]	1.4	-16.9
8	Cc1cc(OCCCC(=O)N2CCCCC2)cc(C)c1Cl	-9.2	nt	-3.2	0.6	2.2	-0.6	-20.2[20 µM]	-1.4	2.4
9	O=C(Nc1ccc(S(=O)(=O)N2CCOCC2)cc1)C1CCCCC1	-7.0	0.263	19.2	0.3	-21.1	-4.1	-14.2[20 µM]	-1.6	5.1
10	O=C(CCc1nnc(CCCCc2ccccc2)o1)N1CCCCC1CCO (stereo unspecified)	-14.3	0.0565	2.3	-0.8	-5.5	-7.2	-18.0	0.8	-5.2

# Reprinted from the part before: 2 compounds, then new ones.
nr	structure	Thrombin inh	KCC2 mod	FXIIa inh	PERK inh	hK5 inh	p97 ATPase inh	Furin inhibitor	Wee1 stabilizer	FXIa inh 1536
9	O=C(Nc1ccc(S(=O)(=O)N2CCOCC2)cc1)C1CCCCC1	-7.0	0.263	19.2	0.3	-21.1	-4.1	-14.2[20 µM]	-1.6	5.1
10	O=C(CCc1nnc(CCCCc2ccccc2)o1)N1CCCCC1CCO (stereo unspecified)	-14.3	0.0565	2.3	-0.8	-5.5	-7.2	-18.0	0.8	-5.2
11	CC1CCN(C(=O)CN(c2ccc(Oc3ccccc3)cc2)S(C)(=O)=O)CC1	-18.2	-1.82	-5.4	-0.6	3.5	-7.9	-9.7[20 µM]	0.1	3.7
12	CCN(c1ccc(NC(=O)COC(=O)CCC(=O)c2ccc(F)cc2)cc1)C(C)C	-4.4	-0.0464	-1.1	-0.6	-18.0	-6.2	8.3[20 µM]	-2.0	0.7
13	O=C(Nc1cccnc1Cl)c1ccc(S(=O)(=O)N2CCCCCC2)cc1	1.1	0.573	7.9	-1.2	-3.1	0.4	-16.7[20 µM]	0.9	0.7
14	CC(=O)Nc1cc(C(=O)N2CCc3ccccc3C2)ccc1Sc1ccc(C)cc1	-5.4	-2.9	1.5	-0.4	-10.8	-1.1	-11.0	4.0	-2.2
15	CC1CN(C(=O)c2cccc(S(=O)(=O)N3CCOCC3)c2)CC(C)O1 (stereo unspecified)	0.7	0.28	9.2	0.5	14.6	2.6	-6.4	-2.1	6.2
16	O=C(CSc1ncccc1-c1nc2ccccc2[nH]1)Nc1ccc2c(c1)OCCO2	-9.0	-1.06	9.7	-0.3	-17.1	5.0	-8.6	4.6	3.9
17	Cc1ccc(C2CC(c3cccs3)=NN2C(=O)c2ccco2)o1 (stereo unspecified)	0.2	-0.471	-4.4	0.9	-23.2	0.4	-8.1	-1.7	0.6
18	COc1cc(/C=N/O)cc(Cl)c1OC	0.7	-0.0115	14.8	1.6	-14.7	4.0	-30.9	3.1	3.5
19	CNC(=O)CSCCn1c(SCC(=O)NC)nc2ccccc2c1=O	-11.0	-0.531	6.6	0.0	-19.4	5.7	-19.8	-1.6	-0.8
20	COc1cccc(N(CC(=O)NCC2CCCO2)C(=O)CCC(=O)Nc2nccs2)c1 (stereo unspecified)	-7.8	-1.83	2.7	-0.2	-0.9	-2.6	-12.2	-2.0	-1.6

# Down the list, quoted from above.
# Nos. 12–20 in Wee1 stabilizer: -2.0, 0.9, 4.0, -2.1, 4.6, -1.7, 3.1, -1.6, -2.0
# Nos. 12–20 in Thrombin inh: -4.4, 1.1, -5.4, 0.7, -9.0, 0.2, 0.7, -11.0, -7.8
# Nos. 12–20 in hK5 inh: -18.0, -3.1, -10.8, 14.6, -17.1, -23.2, -14.7, -19.4, -0.9

# Other results:
nr	structure	Thrombin inh	KCC2 mod	FXIIa inh	PERK inh	hK5 inh	p97 ATPase inh	Furin inhibitor	Wee1 stabilizer	FXIa inh 1536
21	COCCNC(=O)Cn1c(=O)n(CCC(=O)NCCc2ccccc2)c(=O)c2ccccc21	-5.0	1.04	4.5	-0.2	-13.4	3.6	-30.1	0.6	-2.0
22	COc1ccc(C(=O)/C=C/N2CCCCC2)cc1OC	-1.9	-0.0534	16.2	-0.2	-21.1	4.3	-14.8	1.9	-9.2
23	Cc1occc1C(=O)N/N=C/C(Br)=C/c1ccccc1	nt	-0.317	11.4	0.7	9.0	2.2	-24.4	0.8	14.3
24	COc1ccc(-n2c(SCC(=O)c3c(N)n(C)c(=O)n(C)c3=O)nc3ccccc32)cc1	-7.1	1.38	-3.2	0.8	-2.4	4.7	-11.3[20 µM]	-0.1	-1.0
25	O=C(CN(c1cccc(Cl)c1)S(=O)(=O)c1ccc(Cl)cc1)N1CCc2ccccc2C1	2.0	-1.42	8.0	0.4	-2.0	-5.0	-22.7	-0.6	3.9
26	Cc1ccccc1NS(=O)(=O)c1cc(C(=O)NCCC2=CCCCC2)ccc1C	-2.4	-0.697	14.7	0.3	12.3	2.4	-17.4[20 µM]	0.3	3.3
27	CSc1nnnn1-c1ccc(C(=O)OCC(=O)N2CCOCC2)cc1	-3.8	nt	6.8	0.5	-16.0	-0.7	-11.4	-1.4	-1.4
28	Cc1nc2cc(NC(=O)N3CCN(c4ccccn4)CC3)ccc2o1	2.0	nt	-8.7	0.2	-10.1	1.1	-20.8[20 µM]	-0.7	-4.4
29	N/C(=N\OC(=O)Cc1ccccc1)c1cccnc1	0.9	1.03	4.8	0.7	-6.1	-0.5	-20.4[20 µM]	-1.1	-5.5
30	Cc1nc2nc(COc3ccccc3)[nH]n2c(=O)c1C	-2.4	nt	4.9	0.6	14.6	-3.3	-22.5	-1.1	6.5
31	CCOC(=O)N1CCN(CC(O)COc2ccccc2C(C)(C)C)CC1 (stereo unspecified)	-4.5	0.0405	6.6	-1.9	-9.8	-9.1	-10.4	-1.9	-10.9
32	COC(=O)c1ccc2c(=O)sc(N3CCC(C(N)=O)CC3)nc2c1	5.6	nt	15.0	1.2	26.5	3.4	-8.6[20 µM]	0.4	2.8
33	C=CCSc1nnc(-c2cc(Br)ccc2N)c(=O)[nH]1	1.1	nt	12.3	1.4	-2.9	2.6	-15.1	-1.1	3.6
34	Cc1nc(NC(=O)/C=C/c2ccccc2)sc1C(=O)Nc1cccc(Cl)c1	-16.1	0.37	3.7	0.5	-1.5	-2.5	-19.3	2.5	-1.2
35	COc1ccc(OC)c(-c2[nH]nc3c2C(c2ccco2)C(C#N)=C(N)O3)c1 (stereo unspecified)	-4.5	-0.492	3.4	-0.4	-4.4	-0.4	-10.2[20 µM]	2.5	-2.7
36	Cc1c(C(=O)NC(C)CN2CCCCC2)oc2ccccc12 (stereo unspecified)	0.5	-0.453	27.9	0.4	7.2	-0.9	-1.8[20 µM]	-1.6	18.4
37	Cn1sc(NC(=O)c2ccccc2Cl)nc1=O	0.3	-0.845	13.0	0.4	-18.7	3.0	-17.4	-1.2	2.6
38	O=C(c1cccc(Oc2ccccc2)c1)N1CCN(c2ccccn2)CC1	-0.8	-2.53	4.6	0.7	-1.1	-0.5	-23.4	-2.0	-2.6
39	O=C(C[N+]1(CC#Cc2ccccc2)CCCCC1)c1ccc(Cl)cc1	1.8	-0.0674	4.7	1.6	-12.4	-1.2	-18.1	-2.4	-7.5
40	CCCCN(C(=O)CCC(=O)Nc1cc(C)on1)C(C(=O)NC(C)(C)C)c1cccc(OC)c1OC (stereo unspecified)	-3.2	-1.03	0.4	-1.5	-5.3	-6.3	-7.7[20 µM]	3.2	5.5
41	Cc1ccccc1NC1=C(Cl)C(=O)N(C2CCCCC2)C1=O	3.3	-0.24	9.3	0.9	-2.2	2.5	-6.0	2.1	4.5
42	CC(Sc1nc2cc(Cl)ccc2s1)C(=O)Nc1ccc2c(c1)OCO2 (stereo unspecified)	-10.6	-1.36	11.9	0.5	-2.5	-0.7	-5.9	-2.2	4.8
43	CCOc1ccc(/C=N/NC(=O)CSc2ccccn2)cc1O	-11.0	0.314	4.5	-0.9	-0.1	3.1	-13.6	-3.0	-1.9
44	COc1ccc2c(=O)cc(-c3cccnc3)oc2c1OC	2.1	0.192	10.8	1.0	0.7	3.1	-9.5	0.7	1.2
45	Cc1cc(OCC(=O)NCC(C)C)cc(C)c1Br	6.2	-0.592	13.6	0.0	4.8	-2.8	-22.2[20 µM]	2.2	2.0
46	CCCSc1nc(-n2ncc(C#N)c2N)c2c3c(sc2n1)CCC(C)C3 (stereo unspecified)	4.0	nt	15.7	-2.6	-6.3	-3.3	-13.5[20 µM]	-0.4	-0.1
47	CCOC(=O)c1c(C)[nH]c(C(=O)Cn2nnc(-c3ccccc3Cl)n2)c1C	3.4	0.591	19.9	0.2	-19.7	4.0	-14.8	0.3	6.6
48	CCC1(C)Cc2c(sc3nc(SCC(=O)O)[nH]c(=O)c23)CO1 (stereo unspecified)	2.1	0.0849	6.9	1.9	-13.7	1.7	-1.3[20 µM]	2.7	30.2
49	COCCN(C)Cc1cn(-c2ccc(F)cc2F)nc1-c1ccccc1C	-9.7	1.47	3.3	-0.1	nt	0.6	-18.3	-1.1	-4.3
50	O=C(CCc1ccccc1)NCC1OCCc2ccccc21 (stereo unspecified)	1.0	-0.872	11.5	0.3	0.3	3.5	-24.2	-2.6	-1.9

# As entered above.
# PERK inh, no. 42 → 0.5
# PERK inh, no. 50 → 0.3

# (cont.)
nr	structure	Thrombin inh	KCC2 mod	FXIIa inh	PERK inh	hK5 inh	p97 ATPase inh	Furin inhibitor	Wee1 stabilizer	FXIa inh 1536
51	Cn1c(NC(=O)/C=C/c2ccccc2)cc(=O)n(C)c1=O	-0.3	-0.0286	6.0	0.8	0.4	8.0	-5.7	8.9*	9.7
52	CCS(=O)(=O)n1nc(-c2ccco2)nc1N	-9.9	0.0727	6.8	0.9	-5.7	10.6	-33.2	0.1	-1.7
53	O=C(CNC(=O)Cc1ccccc1)NCC(=O)OCC(=O)c1cccc2ccccc12	4.2	-1.48	20.2	1.3	-5.3	3.9	-21.5[20 µM]	3.3	10.6
54	COc1nn(CC(=O)N2N=C(C)CC2(O)C(F)(F)F)cc1[N+](=O)[O-] (stereo unspecified)	-4.4	0.153	7.7	0.6	-14.3	-0.8	-12.0[20 µM]	-0.7	1.8
55	O=C(Nc1c(S(=O)(=O)c2ccccc2)csc1Br)c1ccccc1Cl	-3.2	0.165	6.8	1.8	2.0	5.9	-22.3	-1.4	3.6
56	COc1ccccc1N1CCN(C(CNS(=O)(=O)c2cccs2)c2cccnc2)CC1 (stereo unspecified)	-3.5	0.424	11.4	-0.5	-0.5	-8.4	-9.2	-1.7	5.0
57	COC(=O)CSc1nc(C2CC2)nc2ccccc12	4.2	-0.171	10.2	-0.5	1.1	4.6	5.5	-2.1	5.6

# Screens from PubChem.
